BCR signal inh = chronic active BCR signaling inhibition; AID 493014; 0.05% of 340,000 active; ABC-DLBCL IkBa-CBG/CBR reporter, luminescence ratio, 4 h; Potency, µM (doses to about 46.1 µM), for the others: at the highest dose ratio change, negative = lower green/red ratio, usual class: inhibitors; active = well fitted inhibition curve with a large enough effect in the signal ratio, with a control signal flat, not every such curve was filed as active; inconclusive = small, poorly fitted or top-dose-only effect, or effect the other way, or a change in a side signal; the % refers to the signal ratio;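 note: potency is the fitted concentration of half-maximal effect; plate controls were basal doxycycline-induced cells for no effect and cells given 10 µM MG132 for full effect; MG132 reads +100%, hits lower the ratio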
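Concentration-response series (up to 46 uM) were applied to TMD8 dual-reporter cells for 4 h at 37C with doxycycline. Green/red ratio, after filter-overlap correction, defined %Activity; red signal alone was normalised to basal cells and zero luminescence.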
GALK inhibitor = blocks human galactokinase activity; P51570; Purified GALK, Kinase-Glo residual ATP luminescence; Potency, µM (doses to about 57.5 µM), for the others: at the highest dose activity change, negative = inhibition, usual class: inhibitors; 0.007% of 270,000 active; AID 1868; note: potency is the fitted concentration of half-maximal effect; % is set by controls: 0 for no effect and ±100 for the full control effect
Target sequence (P51570 whole entry, looked up): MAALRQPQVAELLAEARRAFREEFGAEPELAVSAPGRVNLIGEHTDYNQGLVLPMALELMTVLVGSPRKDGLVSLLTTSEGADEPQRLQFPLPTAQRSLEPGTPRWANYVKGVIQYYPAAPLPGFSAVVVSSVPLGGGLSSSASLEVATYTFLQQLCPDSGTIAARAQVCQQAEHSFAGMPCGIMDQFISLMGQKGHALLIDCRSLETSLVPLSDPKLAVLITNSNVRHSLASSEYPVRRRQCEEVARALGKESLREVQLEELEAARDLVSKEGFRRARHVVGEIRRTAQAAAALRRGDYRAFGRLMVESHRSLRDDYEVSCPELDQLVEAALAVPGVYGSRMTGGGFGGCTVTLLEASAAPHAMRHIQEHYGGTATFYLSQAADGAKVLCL
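Luminescence from leftover ATP (Ultra-Glo luciferase/luciferin) served as read-out after a 1 h room-temperature reaction of 5 nM GALK with 35 uM ATP and 100 uM galactose.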
Menin-MLL TR inh = displaces Texas Red mutant MLL peptide from human menin; O00255; Menin + Texas Red MLL mutant peptide, fluorescence polarization; Potency, µM (highest dose often 61.6 µM), for inactives: at the top dose FP activity change, negative = inhibition, most hits filed as inhibitors; 0.23% of 270,000 active; active = well fitted inhibition curve with a large enough effect in the polarisation, with a control signal flat, not every such curve was filed as active; inconclusive = small, poorly fitted or top-dose-only effect, or effect the other way, or a change in a side signal; inactive = no such curve, though single readings can be large or run the other way; the % refers to the polarisation; note: potency is the fitted concentration of half-maximal effect; % of control where 0% means no effect; many of its hits are not listed in these tables
Target sequence (O00255 whole entry, looked up): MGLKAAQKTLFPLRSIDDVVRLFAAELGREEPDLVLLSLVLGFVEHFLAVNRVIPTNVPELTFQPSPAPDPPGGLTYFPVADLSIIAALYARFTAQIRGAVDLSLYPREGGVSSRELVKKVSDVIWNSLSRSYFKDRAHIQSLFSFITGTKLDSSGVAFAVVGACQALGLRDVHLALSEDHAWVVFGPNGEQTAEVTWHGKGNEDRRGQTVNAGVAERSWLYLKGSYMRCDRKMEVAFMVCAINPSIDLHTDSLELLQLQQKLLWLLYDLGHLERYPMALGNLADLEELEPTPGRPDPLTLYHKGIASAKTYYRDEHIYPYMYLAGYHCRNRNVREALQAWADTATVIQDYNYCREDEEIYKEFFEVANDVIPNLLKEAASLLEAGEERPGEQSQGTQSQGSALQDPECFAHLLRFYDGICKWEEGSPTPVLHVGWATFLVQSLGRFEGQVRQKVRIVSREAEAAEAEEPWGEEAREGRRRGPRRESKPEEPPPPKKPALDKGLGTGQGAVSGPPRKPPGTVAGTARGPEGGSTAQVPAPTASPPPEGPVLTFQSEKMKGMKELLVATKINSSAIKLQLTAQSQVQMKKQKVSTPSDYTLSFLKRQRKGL
Coupling enz = inhibits coupling enzyme system, counter-screen for aldolase hits. coupling enzyme system counterscreen, AmpLite Red fluorescence. activity change, negative = inhibition, % at 58.2 µM, hits read low. 0.67% of 290,000 active. AID 2472; in the data active = activity change below about -30%; note: % is set by controls: 0 for no effect and ±100 for the full control effect
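Coupling enzymes only (glyceraldehyde-3-phosphate) + compound, at 57.5 uM final, 10 min RT; add substrate/coupling/AmpLite Red mix, 20 min RT; fluorescence ex 525/em 598 nm. Actives flag coupling-system interference.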
S-ASM inh = inhibitors of human secretory acid sphingomyelinase | P17405 | placental ASM, HMU-PC fluorogenic substrate, 60 min | Potency, µM (highest dose often 57.5 µM), without a hit: at the top dose activity change, negative = inhibition, actives largely listed as inhibitors | 0.006% of 340,000 active | AID 504937; note: potency is the fitted concentration of half-maximal effect
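qHTS format. ASM enzyme prepared from human placenta hydrolyses the fluorogenic substrate HMU-PC0 (9 uM final) over 60 min at 37 °C after a 10 min compound preincubation.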
Tb PFK block = inhibitors of T. brucei phosphofructokinase. O15648. T. brucei PFK, ADP-Glo luminescence. Potency, µM (top dose mostly 57.5 µM), without a hit: at the top dose activity, negative = inhibition, hits mostly inhibitors. 0.17% of 330,000 active. AID 485367;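 note: potency is the fitted concentration of half-maximal effect; 0% = uninhibited 1x PFK enzyme wells and -100% = no-enzyme wells; nearly all actives have a fitted effect of over 60% in size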
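In TEA buffer at pH 8.0 with 5 mM MgCl2, enzyme (1.25 nM) converted F6P (0.5 mM) and ATP (0.1 mM) for 45 min at room temperature. ADP product was read by luciferase luminescence.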
PKM2 act = activators of human pyruvate kinase M2; P14618; purified PKM2, Kinase-Glo ATP luminescence, activation; response scale: 0% is enzyme alone, no compound; Potency, µM (titrated, usually from 57.5 µM), for the others: at the top dose activation, usual class: activators; 0.34% of 260,000 active; note: potency is the fitted concentration of half-maximal effect; % is set by controls: 0 for no effect and ±100 for the full control effect; nearly all actives have a fitted effect of over 55% in size
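Purified hPK-M2 (>95%) run at intermediate activity with 0.1 mM ADP and 0.5 mM PEP in 50 mM imidazole pH 7.2, KCl, MgCl2; 1 h room temperature. ATP formed read by Kinase-Glo luminescence; normalized to uninhibited and no-enzyme controls.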
a7 integrin act = integrin-mediated muscular dystrophy alleviation activation; alpha7betagal myoblasts, beta-gal FDG fluorescence, 48 h; Potency, µM (doses to about 38.3 µM), without a hit: at the top dose activation, most hits filed as activators; 0.064% of 350,000 active;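 note: potency is the fitted concentration of half-maximal effect; 100% = response of the positive control SU9516; nearly all actives have a fitted effect of over 60% in size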
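alpha7betagal+/- myoblasts (passage 13, 250/well) treated 48 h at 37C with compounds at 1:260 dilution of DMSO stock. Lysed, then beta-galactosidase activity read as FDG fluorescence (ex 480/em 540) after 30 min, with pre-read for autofluorescence.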
B2AR arrestin = recruits beta-arrestin to the human beta2-adrenergic receptor | beta-arrestin recruitment to beta2AR, cell-based reporter | AID 492947 | Potency, µM (series often up to 46.1 µM), for inactives: top-dose activation, hits mostly activators | P07550 | 0.02% of 330,000 active;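 note: potency is the fitted concentration of half-maximal effect; 0% = DMSO controls and full agonism = EC100 isoproterenol or metaproterenol; nearly all actives have a fitted effect of over 65% in size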
Giardia kill = Giardia lamblia killing | Giardia lamblia trophozoite viability | 0.15% of 340,000 active | activity change, % at 7.66 µM, hits read low; in the data active = activity change below about -80%; inconclusive = between about -30% and that limit;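 note: parasites exposed to compound for two days anaerobically before the ATP read; % is set by controls: 0 for no effect and ±100 for the full control effect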
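Trophozoites 100 cells/well + cpd; 48 hrs, 37 deg C, anaerobic. ATPLite 1-Step added, 15-30 min RT, luminescence read (ATP-based viability).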
PTAP TSG101 blk = blocks PTAP/TSG101 interaction to inhibit HIV-1 budding | Q99816 | Fluorescence polarization, FITC-PTAP peptide / Tsg101 binding | Potency, µM (highest dose often 115 µM), for inactives: at the highest dose activity change, negative = inhibition, hits mostly inhibitors | 340,000 tested, under 10 active | AID 493005; active = well fitted inhibition curve with a large enough effect in the main read-out, with a control signal flat, not every such curve was filed as active; inconclusive = small, poorly fitted or top-dose-only effect, or effect the other way, or a change in a side signal; inactive = no such curve, though single readings can be large or run the other way; note: potency is the fitted concentration of half-maximal effect; % of control where 0% means no effect
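Steps: Tsg101 binding domain dispensed (10 uM final), compounds pinned in DMSO, FITC-labeled PTAP-motif peptide added (50 nM final); after 20 min binding at room temperature, polarization measured.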
An asterisk follows results filed as active; ? = inconclusive; . = no result given; [ ] = remark or other dose. Unless noted, calls come from the whole dose curve; as a rule, active = well fitted curve in the direction sought with a large enough effect; inconclusive = small, poorly fitted or top-dose-only effect, or another doubt; inactive = no such curve, though single readings can be large; an effect the other way counts as inactive or inconclusive.

The line under a structure holds: BCR signal inh	GALK inhibitor	Menin-MLL TR inh	Coupling enz	S-ASM inh	Tb PFK block	PKM2 act	a7 integrin act	B2AR arrestin	Giardia kill	PTAP TSG101 blk
O=c1cnnc(NCc2ccccc2)[nH]1
 : -0.8%	-0.5%	-1.2%	0.0	5.1%	4.6%	-15.1%	19.6%	-0.4%	-13.8	-4.1%
Cc1ccc2nc(Nc3ccc4[nH]c(=O)[nH]c4c3)c(-n3nc(C)cc3C)nc2c1
 : ?	-1.2%	?	1.8	?	-1.9%	5.2%	-58.3%[inhibitor]	-0.5%	-17.3	-1.9%
CC(=O)/C=C1\N(C)c2ccc(C)cc2C1(C)C
 : 0.5%	6.6%	?	-2.8	49.0%[activator]	3.2%	-1.4%	-33.7%[inhibitor]	0.3%	14.3	-0.3%
O=c1[nH]c(CN2CCN(C/C=C/c3ccccc3)CC2)nc2ccccc12
 : 6.6%	0.2%	-3.7%	0.5	-1.7%	-1.0%	-0.5%	-21.3%	0.1%	-24.0	-0.9%
O=C(O)CCNc1ccc(NCCC(=O)O)c2c1C(=O)c1ccccc1C2=O
 : ?	22.6%	?	-2.1	8.4%	?	.	1.4%	-0.1%	-4.2	?
CCOC(CNc1ncnc2c1cnn2C)OCC
 : -1.7%	0.1%	-5.5%	2.6	4.9%	-1.6%	1.1%	20.6%	-0.2%	-3.6	-0.4%
Cc1ccccc1OCCC(=O)NNC(=O)c1ccccc1F
 : -0.5%	.	.	.	0.6%	-10.5%	.	-15.9%	0.4%	-15.4	-2.0%
CCc1ccc(N(CC(=O)NC(C)(C)CC)C(=O)CCC(=O)Nc2nccs2)cc1
 : -1.0%	-0.6%	-9.4%	0.9	0.6%	2.4%	3.3%[11.5 µM]	0.8%	-0.8%	8.3	1.2%
Cc1ccc(CCNC(=O)CCn2c(=O)c3cccn3c3ccc(F)cc32)cc1
 : 9.3%	7.6%	0.0%	4.6	-0.1%	-0.6%	-0.1%[0.46 µM]	?	-0.9%	?	-1.3%
CC(=O)N1CCC(N(CCN2CCOCC2)C(=S)Nc2cc(C)ccc2C)CC1
 : -4.8%	1.5%	-7.6%	-1.9	9.3%	1.7%	-5.7%	8.2%	-0.7%	-4.5	-1.2%
COCCN(Cc1ccccc1)C(=O)c1cc(-c2ccc(OC)c(OC)c2)nc2ccccc12
 : -4.6%	9.5%	.	.	51.0%[activator]	0.4%	10.1%	0.0%	0.0%	2.1	-2.5%
Cc1ccc(S(=O)(=O)N(C)C)cc1NC(=O)c1cc(=O)c2ccccc2o1
 : 12.8%	0.0%	-20.2%	0.3	-0.3%	13.7%	0.3%	-106.1%[inhibitor]	0.0%	11.8	-2.8%
NC(=O)N/N=C/c1c(F)cccc1F
 : 1.1%	-0.3%	15.2%	-1.7	-0.9%	4.6%	-15.4%	23.9%	-0.2%	15.9	-4.8%
N=c1c(C(=O)NC2CCCC2)cc2c(=O)n3ccccc3nc2n1CCCN1CCOCC1
 : 1.3%	-1.2%	?	2.8	.	5.2%	-0.1%	-5.0%	0.1%	-2.0	-0.7%
CCCCNc1n[n+](C)c(-c2cccc(C)c2)s1
 : 1.9%	-2.0%	.	0.4	.	-3.5%	2.0%	.	-1.2%	.	.
CCN(CC)S(=O)(=O)c1ccc2oc(Nc3ccc(OC)cc3)nc2c1
 : 0.4%	3.0%	?	0.8	-6.4%	0.8%	-2.5%	-40.5%	-0.2%	?	-3.1%
COc1ccc(OC)c(N(CC(=O)Nc2ccc(NC(C)=O)cc2)S(C)(=O)=O)c1
 : 0.3%	-0.1%	12.3%	-0.7	4.6%	0.9%	-6.9%	-29.3%	-0.1%	-7.8	-0.6%
CC1CCCCC1NC(=O)/C(C#N)=C/C=C/c1ccccc1[N+](=O)[O-] (stereo unspecified)
 : ?	-7.6%	-1.6%	4.6	-8.8%	-0.7%	2.5%	-57.3%[inhibitor]	9.7%	-5.1	-8.3%
O=C(COCc1ccccc1)N[C@@H](Cc1ccc(O)cc1)C(=O)O
 : -1.7%	0.1%	11.4%	6.0	0.3%	-2.6%	-0.7%	9.9%	0.3%	4.0	1.7%
COc1ccc(/C=C2\SC(N)=NC2=O)cc1
 : -1.9%	7.2%	5.5%	4.0	-1.6%	-2.4%	-5.3%	-8.1%	-0.4%	5.1	-3.8%
CCCCCOCC1CC(C/C(C)=N/Nc2nc(-c3ccccc3)cs2)C(=O)O1 (stereo unspecified)
 : ?	-2.6%	.	2.1	4.2%	0.7%	2.3%	13.9%	0.4%	4.8	1.3%
COc1ccc(OC)c(S(=O)(=O)NCc2cc(-c3ccccc3)no2)c1
 : -0.6%	6.4%	7.3%	-2.6	-0.7%	-11.2%	2.3%	13.0%	-0.4%	19.4	-0.1%
Cc1cccc(N2CCN(C(=O)c3ccc(-n4cncn4)c([N+](=O)[O-])c3)CC2)c1C
 : -5.8%	3.0%	.	.	-2.9%	-1.0%	-0.3%	-8.1%	-0.1%	-11.1	-5.0%
CCC(=O)N1CCc2cc(S(=O)(=O)CCC(=O)NCc3cccc(OC)c3)ccc21
 : -8.6%	0.6%	.	.	4.6%	-1.5%	.	16.9%	0.3%	5.1	2.1%
CC(C)(C)NC(=S)NC(=O)C12CC3CCC(CC(C3)C1)C2
 : 9.9%	0.2%	-22.3%	-1.5	-1.0%	3.3%	-4.3%	4.8%	-1.2%	-1.2	-0.9%
COc1ccc(-c2cc(-c3ccc(OC)cc3)nc(-c3ccc4c(c3)NC(=O)CO4)c2)cc1
 : ?	-2.3%	-1.4%	0.1	-1.4%	-2.4%	1.0%	-23.9%	-0.1%	-1.1	-0.9%
O=C(CC(Sc1n[nH]c(-c2ccccc2)n1)c1ccccc1)NCc1ccccc1 (stereo unspecified)
 : -19.4%	-8.3%	6.0%	3.0	6.4%	-11.2%	16.1%	10.5%	-0.1%	19.3	0.1%
CC(C)(C)NCC(O)COc1ccc(Br)cc1 (stereo unspecified)
 : -6.6%	6.3%	-1.2%	1.3	4.4%	1.1%	-7.7%	-19.2%	-0.2%	2.5	-3.8%
CN(CC(=O)N1CCOCC1)S(=O)(=O)c1ccc2ccccc2c1
 : 3.9%	3.3%	5.5%	2.4	3.7%	2.3%	1.7%	20.7%	-0.2%	-9.2	-4.4%
CC(Cc1ccccc1)NC(=O)c1cc2ccccc2o1 (stereo unspecified)
 : ?	-0.3%	?	-1.0	1.9%	0.7%	0.7%	?	-0.1%	-4.6	-5.5%

Looked up one by one from above, 2 records:
The line under a structure holds: BCR signal inh	GALK inhibitor	Menin-MLL TR inh	Coupling enz	S-ASM inh	Tb PFK block	PKM2 act	a7 integrin act	B2AR arrestin	Giardia kill	PTAP TSG101 blk
O=C(O)CCNc1ccc(NCCC(=O)O)c2c1C(=O)c1ccccc1C2=O
 : ?	22.6%	?	-2.1	8.4%	?	.	1.4%	-0.1%	-4.2	?
CC(C)(C)NC(=S)NC(=O)C12CC3CCC(CC(C3)C1)C2
 : 9.9%	0.2%	-22.3%	-1.5	-1.0%	3.3%	-4.3%	4.8%	-1.2%	-1.2	-0.9%

Remaining list, next part:
The line under a structure holds: BCR signal inh	GALK inhibitor	Menin-MLL TR inh	Coupling enz	S-ASM inh	Tb PFK block	PKM2 act	a7 integrin act	B2AR arrestin	Giardia kill	PTAP TSG101 blk
c1ccc2sc(NC3=NCN(C4CCCCC4)CN3)nc2c1
 : -11.2%	2.6%	16.1%	6.1	4.6%	-4.4%	-4.3%	1.0%	-0.9%	-5.5	-6.3%
CCOc1ccccc1/C=N/NC(=O)c1nnn(-c2nonc2N)c1CN1CCC(C)CC1
 : -5.8%	-0.9%	-18.0%	-0.8	-15.4%	2.0%	-1.3%	-14.9%	0.2%	13.0	-2.7%
COc1cc(C(C2C(=O)CC(C)(C)CC2=O)C2C(=O)CC(C)(C)CC2=O)cc(OC)c1OC
 : 3.2%	0.6%	-20.3%	-0.3	-3.7%	1.3%	.	28.1%	-0.4%	-10.0	-2.5%
COc1ccc(-c2cc(C(F)(F)F)n3nc(C(=O)NCCN4CCOCC4)cc3n2)cc1
 : 8.1%	-1.9%	-15.4%	1.1	.	-8.1%	-1.5%	8.6%	-1.5%	8.5	-0.7%
COc1ccc(CN(C)C(=O)CCN=C2NS(=O)(=O)c3ccccc32)c(OC)c1
 : -9.8%	.	.	.	2.3%	8.3%	.	1.7%	-0.8%	-20.7	-0.8%
CS(=O)(=O)N(CC(=O)Nc1ccc2c(c1)OCO2)Cc1ccc(Cl)cc1
 : -2.9%	-2.9%	-11.8%	-0.9	-0.1%	-9.9%	-1.8%	-23.9%	-0.1%	31.9[activator]	-1.5%

A portion of the library; rates above refer to the full screens.
